TROY NFkB inh: blocks TROY-dependent signaling in reporter cells; 360,000 tested, 0.98% active; inhibition, % at 10 µM; Q293 LMP1-TROYcd NF-kB luciferase reporter, 4 h; AID 1347056;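 active = compounds whose plate-normalised and pattern-corrected inhibition of the luciferase reporter signal at the single screening dose is 50% or more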
CF NFkB block: inhibitors of cystic fibrosis induced NF-kB; KKLEB NF-kB-GFP reporter, PAF-induced, GFP fluorescence overnight; inhibition, % at 5 µM; 360,000 tested, 0.86% active; AID 588850;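 active = at least 50% inhibition at 5 µM, scaled per plate between neutral and stimulator controls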;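 note: PAF is a Pseudomonas aeruginosa culture filtrate used as stimulus; plate controls were PAF-stimulated DMSO wells for no effect and unstimulated DMSO wells for full effect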
LRH-1 inv ag: NR5A2 inverse agonism in reporter assay; O00482; HEK293T StAR-luciferase reporter, LRH-1 transfected, 24 h; inhibition, % at 3.6 µM; 360,000 tested, 0.13% active; AID 602396;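 active = inhibition above the mean inhibition of all tested compounds plus 3 SD, cut at about 73% in these data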;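 note: 0% = DMSO wells and 100% = reporter-only cells lacking LRH-1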
NCOA3 inh: inhibits human SRC3 coactivator; HEK293 GAL4-SRC3 luciferase reporter, luminescence; inhibition, % at 3.6 µM; 360,000 tested, 0.17% active; AID 588352;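 active = inhibition above a per-campaign cutoff, the mean of all compounds plus 3 SD, cut at about 60% in these data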;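 note: 0% = DMSO-treated cells and 100% = gossypol-treated cells at 36 µM; higher means less SRC3-driven luciferase light from the GAL4 reporter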
Shn3 inh set2: reduces Shn3 3'UTR luciferase signal in osteoblasts | Clone20 osteoblast Shn3 3'UTR firefly luciferase, 24 h | inhibition, % at 12.5 µM | 360,000 tested, 0.52% active;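 active = mean inhibition of at least 75% with every replicate also reaching 75%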;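 note: 0% = median of neutral control wells and 100% = pilot-screen positive control compound; some compounds past the cut are filed as inactive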
EBV LMP1 NFkB: Epstein-Barr LMP1 NF-kappaB reporter inhibition. LMP1-induced NF-kappaB luciferase reporter cells, luminescence. inhibition, % at 12.5 µM. 350,000 tested, 0.69% active. AID 504558; in the data active = inhibition above about 41%;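 note: 0% = neutral control wells and 100% = reference inhibitor control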
C8 TRAIL sens: sensitizes caspase-8 expressing cells to TRAIL | inhibition (viability loss, TRAIL sensitization), % at 10 µM | AID 624354 | NB7+C8 cells + TRAIL, ATPlite viability luminescence | 360,000 tested, 1% active;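 active = compounds causing at least 50% loss of cell viability in the single-dose screen, relative to plate controls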
TWEAK-Fn14 inh: inhibitors of TWEAK-Fn14 interaction signaling. TWEAK-stimulated Fn14 reporter cells, luciferase luminescence, 8 h. inhibition, % at 10 µM. 360,000 tested, 2% active; in the data active = inhibition above about 50%
COUP-TFII inh: blocks human COUP-TFII nuclear receptor; P24468; HEK293T NGFI-A luciferase reporter, luminescence; inhibition, % at 8.6 µM; 370,000 tested, 0.7% active;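 active = inhibition above a per-plate cutoff, mean inhibition of test wells between control levels plus 3 SD, cut at about 38% in these data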;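 note: cells cotransfected with COUP-TFII expression vector driving the NGFI-A reporter; 0% = median of COUP-TF2 test wells and 100% = reporter-only cells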
KKLEB cytotox: CF airway cell cytotoxicity counter-screen; KKLEB CF airway cells viability, ATPlite luminescence, overnight; hits give low values; cells stimulated with P. aeruginosa culture filtrate; activity change (cytotoxicity), % at 5 µM; 360,000 tested, 0.36% active; AID 602141;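 active = corrected activity change at or below -50% at 5 µM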
SRC1 inh: inhibits human SRC1 coactivator | Q15788 | HEK293 GAL4-SRC1 luciferase reporter, luminescence | inhibition, % at 3.6 µM | 360,000 tested, 0.12% active | AID 588354;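 active = inhibition above the campaign mean plus 3 SD, with each screening campaign given its own cutoff, cut at about 60% in these data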;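 note: 0% = DMSO treated cells and 100% = gossypol at 36 µM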
Target sequence (Q15788 whole entry, looked up, the tested form may be a part): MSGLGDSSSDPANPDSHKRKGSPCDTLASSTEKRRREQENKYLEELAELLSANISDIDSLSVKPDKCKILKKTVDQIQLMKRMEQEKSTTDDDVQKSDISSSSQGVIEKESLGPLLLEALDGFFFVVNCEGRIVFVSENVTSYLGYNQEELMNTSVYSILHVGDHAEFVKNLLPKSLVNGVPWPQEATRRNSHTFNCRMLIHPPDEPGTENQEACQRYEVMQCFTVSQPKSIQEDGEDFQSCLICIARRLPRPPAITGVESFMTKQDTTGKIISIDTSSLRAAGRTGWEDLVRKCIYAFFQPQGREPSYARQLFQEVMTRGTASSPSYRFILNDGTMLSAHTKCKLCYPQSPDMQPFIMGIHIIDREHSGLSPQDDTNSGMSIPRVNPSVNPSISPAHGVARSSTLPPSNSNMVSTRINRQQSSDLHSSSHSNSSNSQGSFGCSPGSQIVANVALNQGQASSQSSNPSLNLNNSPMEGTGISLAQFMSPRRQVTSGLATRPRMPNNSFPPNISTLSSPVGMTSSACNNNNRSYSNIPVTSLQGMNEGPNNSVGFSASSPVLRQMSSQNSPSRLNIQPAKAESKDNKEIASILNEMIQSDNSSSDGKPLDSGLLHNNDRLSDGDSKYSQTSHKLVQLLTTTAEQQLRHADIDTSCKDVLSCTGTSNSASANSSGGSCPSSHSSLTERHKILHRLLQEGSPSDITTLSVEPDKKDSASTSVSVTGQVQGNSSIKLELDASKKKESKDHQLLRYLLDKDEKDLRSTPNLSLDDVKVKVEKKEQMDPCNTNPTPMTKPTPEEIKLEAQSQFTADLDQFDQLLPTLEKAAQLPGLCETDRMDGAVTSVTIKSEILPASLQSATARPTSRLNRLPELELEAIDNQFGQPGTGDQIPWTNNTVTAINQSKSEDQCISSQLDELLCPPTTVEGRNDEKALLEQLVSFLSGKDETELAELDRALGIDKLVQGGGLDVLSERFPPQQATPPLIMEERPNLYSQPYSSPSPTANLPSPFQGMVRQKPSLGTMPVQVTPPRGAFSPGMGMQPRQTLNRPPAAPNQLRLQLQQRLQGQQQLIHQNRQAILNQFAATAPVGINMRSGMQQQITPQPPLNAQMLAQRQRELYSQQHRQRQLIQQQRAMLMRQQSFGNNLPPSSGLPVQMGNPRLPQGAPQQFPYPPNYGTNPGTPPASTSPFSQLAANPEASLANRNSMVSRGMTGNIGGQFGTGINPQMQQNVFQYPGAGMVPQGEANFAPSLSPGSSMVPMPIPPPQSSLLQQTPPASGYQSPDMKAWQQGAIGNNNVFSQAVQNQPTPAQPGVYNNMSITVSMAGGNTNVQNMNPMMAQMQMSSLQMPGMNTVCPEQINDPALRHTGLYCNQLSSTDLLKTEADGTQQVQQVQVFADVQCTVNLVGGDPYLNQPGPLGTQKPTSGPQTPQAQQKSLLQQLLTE
Starred values were filed as active, the others as inactive; . = no result given; & = joins results of further samples. This is a subset (hit frequency here may not be typical).

SMILES | TROY NFkB inh | CF NFkB block | LRH-1 inv ag | NCOA3 inh | Shn3 inh set2 | EBV LMP1 NFkB | C8 TRAIL sens | TWEAK-Fn14 inh | COUP-TFII inh | KKLEB cytotox | SRC1 inh
COc1cc(C(=O)NC(=S)N2C[C@H]3C[C@H](C2)c2cccc(=O)n2C3)cc(OC)c1OC | -9 | -14 | -2 | 12 | -3 | 1 | 0 | -19 | 11 | -4 | -11
Cc1ccc(-c2nc3ccccc3c(=O)n2-c2nccs2)cc1 | -4 | 2 | -6 | 14 | 7 | 6 | 23 | -4 | -3 | -23 | 15
CCCCN1CCC(C#N)(Nc2ccccc2)CC1 | -7 | 13 | 12 | 11 | -6 | 3 | -3 | 4 | 0 | 0 | -9
CC1CCC(N(C)C2CCN(C)CC2)CC1 (stereo not drawn) | 19 | 27 | -9 | -7 | -9 | -4 | 14 | 10 | -11 | -14 | 9
O=C1NC(=O)C(=Cc2ccc(Sc3ccccc3)o2)C(=O)N1 | 4 | -8 | 11 | 3 | 45 | 18 | -8 | 12 | -5 | 5 | -3
C[C@]12CCC3C(C1CCC2=O)[C@H](O)C[C@H]1C[C@@H](O)CC[C@]31C (stereo partly drawn) | -1 | 21 | -3 | 3 | -21 | -4 | 2 | 16 | 4 | -16 | -13
COc1cc(CC(C)N)c(OC)cc1I (stereo not drawn) | 10 | 10 | -15 | 19 | -2 | 27 | -6 | 20 | 13&11 | -7 | 3
N#Cc1ccccc1Cn1cc(C(=O)c2cccs2)c2ccccc21 | 1 | 11 | -11 | -13 | 9 | -3 | 5 | -30 | 3 | 6 | 19
C=CCn1c(O)c(C(CC)=NCc2ccc3c(c2)OCO3)c(=O)[nH]c1=O | -12 | -1 | 8 | 23 | 16 | . | 11 | 7 | -21 | -4 | -5
COc1ccc(CC(C)NCCC(c2ccccc2)c2ccccc2)cc1 (stereo not drawn) | -51 | -16 | 17 | -7 | -1 | -18 | 6 | -5 | -15 | -2 | 2
Cn1c(O)c(C=NC2CC3CCC2(C)C3(C)C)c(=O)[nH]c1=O (stereo not drawn) | -13 | 12 | 0 | 6 | 8 | 1 | 13 | 9 | -5 | -14 | -1
C[N+](C)(C)CC#CCOC(=O)Nc1cccc(Cl)c1 | 1 | -2 | 16 | 11 | -3 | 82* | 0 | 6 | 1 | 17 | -2
CCC(=NCCC(c1ccccc1)c1ccccc1)c1c(O)n(C)c(=O)n(C)c1=O | 24 | 26 | 11 | 4 | 49 | 17 | -1 | 29 | 3 | -14 | 6
COc1ccc2c(c1)C1OCCNC1CC2 (stereo not drawn) | 10 | 0 | -24 | 6 | -10 | . | 5 | -12 | -12 | -9 | -8
O=C(CN1CCN(c2ccccc2F)CC1)Nc1cccnc1Cl | -12 | -10 | -1 | 9 | 11 | 5 | 0 | -14 | 8 | 2 | 2
OC1/C(=C/c2ccccc2F)N2CCC1CC2 (stereo not drawn) | -38 | -1 | 9 | 3 | 15 | -2 | -2 | -3 | 15 | 3 | -15
CCOC(=O)c1cc2cc(OC)ccc2n1C1CCN(Cc2ccccc2)CC1 | -23 | . | -14 | . | . | . | 7 | 3 | -1 | . | .
CN(C(=O)COC(=O)c1cn(C)c2ccccc12)C1CCCCC1 | -20 | -30 | -3 | 6 | -5 | 2 | -4 | -1 | -5 | 14 | -2
C[N+]1(C)CCOC(O)(c2ccc(-c3ccc(C4(O)C[N+](C)(C)CCO4)cc3)cc2)C1 (stereo not drawn) | 6 | -1 | 14 | 20 | 24 | -3 | 6 | 1 | 6 | 14 | -1
COc1ccc(-n2nc(C(=O)NCC(=O)N3CCC4(CC3)OCCO4)c3ccccc3c2=O)cc1Cl | -31 | -7 | -50 | -50 | -55 | -30 | 46 | 3 | -17 | -2 | -26
CC(=O)Nc1cccc([As](=O)(c2cccc(NC(C)=O)c2)c2cccc(NC(C)=O)c2)c1 | -4 | -22 | 0 | 6 | -4 | 2 | 4 | 6 | -8 | -2 | -2
COc1ccccc1N1CCN(CCc2ccccc2)CC1 | 13 | -6 | 16 | 5 | -2 | -7 | 0 | 1 | -23 | 5 | 17
COc1ccc(OC)c(N2C(=O)NC(=O)/C(=C\c3ccc([N+](=O)[O-])s3)C2=O)c1 | 0 | 7 | 19 | 17 | 1 | 4 | -1 | 14 | 12 | 3 | -14
CN1CCN(c2ccc(S(C)(=O)=O)cc2[N+](=O)[O-])CC1 | 0 | 5 | -10 | 8 | -14 | 6 | 16 | 12 | -1 | -10 | -19
Clc1ccc2sc(C3CCNCC3)nc2c1 | 6 | 2 | -66 | -49 | -46 | -11 | 11 | 12 | -51 | 6 | -65
CCCCn1c(O)c(C(CC)=Nc2ccc(OC)cc2OC)c(=O)[nH]c1=O | 1 | 2 | -8 | 14 | 17 | 3 | 41 | -7 | 6 | 1 | 6
C=CCN1C(=O)C2(C(C(=O)OCC)=C(N)Oc3ccccc32)C2=C1CCCC2=O (stereo not drawn) | 0 | 7 | 12 | -2 | -5 | 4 | 2 | -9 | 9 | 9 | 4
O=S(=O)(NC1CCCCCCC1)OCC(Cl)(Cl)Cl | 4 | 9 | -23 | -16 | -21 | -1 | 0 | 2 | 2 | -14 | -2
Cn1c(O)c(C=NC2CC(C)(C)NC(C)(C)C2)c(=O)n(C)c1=O | -1 | -6 | -1 | 17 | -3 | 7 | -6 | 8 | -10 | 11 | 9
Cc1ccc(-n2c(-c3cccs3)nc3ccccc3c2=O)cc1 | 12 | 0 | 18 | 20 | 16 | 1 | -8 | 25 | 19 | -6 | 5
C=CCn1c(O)c(C=NC2CCN(Cc3ccccc3)CC2)c(=O)[nH]c1=O | -16 | -12 | -10 | 17 | 6 | -1 | -2 | -8 | -3 | -4 | 12
COc1ccc(-n2c(/C=C3/C(=O)Nc4ccccc43)nc3ccccc3c2=O)cc1 | -6 | 9 | 17 | 16 | -13 | 7 | 6 | 4 | -3 | -5 | -3
COc1cccc(C2CCN(CC(=O)Nc3cc(Cl)ccc3OC)CC2O)c1 (stereo not drawn) | -12 | -18 | -20 | -7 | 28 | 5 | -13 | -13 | 7 | 11 | 2
COc1cc2[nH]c(C(=O)N3CCC4(CC3)OCCO4)cc2c(OC)c1OC | 4 | -13 | 17 | 5 | -1 | 5 | -13 | -1 | -5 | 22 | 16
Cc1cc(-c2ccccc2)cc(-c2ccccc2)[n+]1CCc1ccccc1 | 42 | -13 | 63 | 57 | 76 | 9 | 47 | 38 | 38* | 4 | 39
Brc1cc2c(cc1CN1CCN(c3ccccc3)CC1)OCCO2 | 11 | 4 | 11 | 4 | -9 | -37 | 15 | -55 | -19 | -16 | 10
Cc1ccc(CNCCc2ccccc2F)cc1 | 10 | 10 | -10 | -6 | -15 | 0 | 16 | -10 | -13 | -2 | -16
O=c1[nH]c2ccccc2n1C1CCN(C(c2cc3ccccc3o2)c2nnnn2Cc2ccccc2)CC1 (stereo not drawn) | 46 | 82* | 32 | 49 | 29 | . | 87* | 76* | 18 | -96* | 44
C=C1N2CCC(CC2)C1(O)c1ccc(C)cc1 (stereo not drawn) | -9 | -18 | -9 | -2 | -7 | 4 | -15 | 0 | 2 | 0 | -1
COC1=CC=C2[C@H]3Cc4ccc(OC)c5c4[C@@]2(CCN3C)[C@H]1O5 | -3 | -12 | -3 | -3 | 21 | -6 | -13 | 7 | -30 | 5 | -7
CCN1C(=O)NC(=O)/C(=C\c2cn(CC(=O)N3CCCC3)c3ccccc23)C1=O | 3 | -2 | 1 | 2 | 5 | 4 | -16 | 47 | 11 | 4 | -7
Cc1ccc(C(=O)COC(=O)Cc2ccccc2)cc1 | -55 | 18 | 15 | 8 | -9 | -2 | -1 | -21 | -27 | -12 | -8
O=C(NCP(=O)(Oc1ccccc1)Oc1ccccc1)OCc1ccccc1 | 9 | -14 | 17 | 12 | 11 | . | -7 | -1 | 6 | 0 | 6
CCCNC(=O)N1[C@H]2CC[C@@H]1C(C(=O)OC)=C(c1cccc(C#N)c1)C2 | -22 | -37 | -9 | 6 | 9 | 1 | 14 | 8 | 4 | 5 | 12
COc1cc(CN=C(C)c2c(O)n(C3CCCCC3)c(=O)[nH]c2=O)cc(OC)c1 | -4 | 6 | 5 | 15 | 2 | 3 | -4 | 7 | 11 | -18 | 1
COc1ccc(OC)c(/C=N/OC(=O)Nc2ccc(Cl)cc2)c1 | -23 | -6 | 1 | 13 | -6 | -35 | -7 | -11 | -8 | 9 | 6
Cc1c2ccncc2c(C)c2c1[nH]c1ccccc12 | -8 | 83* | 65 | 60 | 17 | 11 | 47 | -32 | . | 10 | 64*
O=C(CN1CC=C(c2ccccc2)CC1)NC(=O)NCc1ccccc1 | 14 | -6 | 13 | 19 | 12 | 1 | 4 | 0 | 2 | 4 | -9
Cc1cnc(-n2c(=S)[nH]c3ccccc3c2=O)s1 | 1 | 14 | 14 | -6 | -12 | 1 | 1 | -5 | 8 | 9 | 0
COc1ccc(C(CC(=O)N2CCC3(CC2)OCCO3)NS(=O)(=O)c2ccc(OC)cc2)cc1 (stereo not drawn) | 9 | -2 | 13 | 8 | -11 | -3 | 1 | 5 | -3 | 2 | -6
CC(C)(C)NC(=O)Cn1cc(C(=O)c2ccccc2F)c2ccccc21 | -3 | -16 | 7 | 2 | -4 | 6 | -4 | 9 | 12 | 6 | 3
Cc1cc(Cl)ccc1OC(C)C(=O)O (stereo not drawn) | -7 | 0 | -4 | -2 | 0 | 0 | -8 | -14 | 5 | -2 | -25
CCC1(CC)C(=O)NC(=Nc2cccc(C(F)(F)F)c2)NC1=O | -8 | 6 | -15 | 5 | -2 | 3 | -16 | 4 | 13 | 9 | 0
COCCNC(=O)c1c(N)n(CCC(C)C)c2nc3ccccc3nc12 | 73* | -23 | 26 | 5 | 19 | -38 | 0 | 35 | 22 | 14 | 10
Cc1nc2ccccc2c(=O)n1-c1ccc(Br)cc1[N+](=O)[O-] | 8 | -4 | -30 | 8 | -3 | 1 | -3 | -37 | -15 | -4 | -6
CCCCCCn1c(=O)c(C(=O)Nc2c(C)n(C)n(-c3ccccc3)c2=O)c(O)c2ccccc21 | 25 | 1 | -9 | 16 | 34 | 12 | 22 | 41 | 20 | -33 | -3
C#CC1(O)CCC2C3CCC4=C/C(=N/OCC(=O)NCC(=O)NC(C(=O)O)C(C)C)CC[C@]4(C)C3CC[C@@]21C (stereo partly drawn) | -3 | 22 | 6 | -8 | -5 | 6 | 13 | 0 | -34 | 4 | -32

Complete entries from above. Order of screens: TROY NFkB inh, CF NFkB block, LRH-1 inv ag, NCOA3 inh, Shn3 inh set2, EBV LMP1 NFkB, C8 TRAIL sens, TWEAK-Fn14 inh, COUP-TFII inh, KKLEB cytotox, SRC1 inh
`COc1ccc2c(c1)C1OCCNC1CC2` (stereo not drawn) as listed: 10, 0, -24, 6, -10, ., 5, -12, -12, -9, -8
`C=CCn1c(O)c(C(CC)=NCc2ccc3c(c2)OCO3)c(=O)[nH]c1=O` as listed: -12, -1, 8, 23, 16, ., 11, 7, -21, -4, -5

Compound activity as filed in PubChem BioAssay.
